M4 PAM – potentiates acetylcholine response at human M4 receptor. 0.4% of 360,000 active. activation, % at 3 µM. CHO-K1 hM4/Gqi5, Fluo-8 calcium fluorescence, ACh EC20; 0% = ACh EC20, 100% = maximal ACh;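 active = activation above its plate's cutoff, the mean activation of sample wells plus 3 SD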; note: some results filed as inactive read as strong as hits
PHOSPHO1 inh – inhibitors of human PHOSPHO1 phosphatase | recombinant PHOSPHO1, absorbance phosphatase assay | 1.1% of 290,000 active | inhibition, % at 13.3 µM; in the data active = inhibition above about 60%
IDE cell inh – inhibits human insulin-degrading enzyme in HEK cells. FAbetaB cleavage, fluorescence polarization. inhibition, % at 5.59 µM. 0.41% of 320,000 active. AID 434962;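 active = percent inhibition above the average of all tested compounds plus 3 SD, set per screening campaign, cut at about 16% in these data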;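 note: IDE supplied by intact live HEK cells; FP after avidin binding of uncleaved biotin substrate so inhibition keeps polarization high; 0% = DMSO wells and 100% = 60 µM reference IDE inhibitor Ii1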
MEKK3 PB1 HTS – modulators (inhibitors or enhancers) of MEK5 binding to human MEKK3 PB1 domain. Q99759. binding response (% of control), % at 10 µM. 1.4% of 290,000 active. bead-based flow cytometry, Alexa488-MEK5 binding to MEKK3; actives lie on both sides; 0 = blocked by unlabeled MEK5, 100 = vehicle;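 active = binding response more than 3 SD above or below the average of its plate-row segment, actives on both sides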;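 note: Alexa488 bead fluorescence after subtracting the streptavidin-only scavenger bead signal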
IDE cell activ – boosts human insulin-degrading enzyme activity in HEK cells. P14735. FAbeta-B cleavage, fluorescence polarization; 0% vehicle, 100% cell-free pure enzyme wells. activation, % at 5.96 µM. 0.073% of 340,000 active. AID 493087;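 active = activation above the mean of all tested compounds plus 3 SD, set per screening campaign, cut at about 17% in these data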
p-CIP stab down – compounds decreasing mouse p/CIP protein stability; Q05BA5; F442A p/CIP-EGFP cells, EGFP fluorescence, 16 h; decrease of EGFP signal, % at 10 µM; 0.01% of 290,000 active; AID 1984;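 active = EGFP signal decrease of at least 30% at 10 µM or well 3 SD below plate mean, unless failing retest; inactive = the rest, including hits failing retest or dose response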; note: some compounds called inactive have numbers as strong as hits; many of its hits are not listed in these tables
Target sequence (Q05BA5 1-1403): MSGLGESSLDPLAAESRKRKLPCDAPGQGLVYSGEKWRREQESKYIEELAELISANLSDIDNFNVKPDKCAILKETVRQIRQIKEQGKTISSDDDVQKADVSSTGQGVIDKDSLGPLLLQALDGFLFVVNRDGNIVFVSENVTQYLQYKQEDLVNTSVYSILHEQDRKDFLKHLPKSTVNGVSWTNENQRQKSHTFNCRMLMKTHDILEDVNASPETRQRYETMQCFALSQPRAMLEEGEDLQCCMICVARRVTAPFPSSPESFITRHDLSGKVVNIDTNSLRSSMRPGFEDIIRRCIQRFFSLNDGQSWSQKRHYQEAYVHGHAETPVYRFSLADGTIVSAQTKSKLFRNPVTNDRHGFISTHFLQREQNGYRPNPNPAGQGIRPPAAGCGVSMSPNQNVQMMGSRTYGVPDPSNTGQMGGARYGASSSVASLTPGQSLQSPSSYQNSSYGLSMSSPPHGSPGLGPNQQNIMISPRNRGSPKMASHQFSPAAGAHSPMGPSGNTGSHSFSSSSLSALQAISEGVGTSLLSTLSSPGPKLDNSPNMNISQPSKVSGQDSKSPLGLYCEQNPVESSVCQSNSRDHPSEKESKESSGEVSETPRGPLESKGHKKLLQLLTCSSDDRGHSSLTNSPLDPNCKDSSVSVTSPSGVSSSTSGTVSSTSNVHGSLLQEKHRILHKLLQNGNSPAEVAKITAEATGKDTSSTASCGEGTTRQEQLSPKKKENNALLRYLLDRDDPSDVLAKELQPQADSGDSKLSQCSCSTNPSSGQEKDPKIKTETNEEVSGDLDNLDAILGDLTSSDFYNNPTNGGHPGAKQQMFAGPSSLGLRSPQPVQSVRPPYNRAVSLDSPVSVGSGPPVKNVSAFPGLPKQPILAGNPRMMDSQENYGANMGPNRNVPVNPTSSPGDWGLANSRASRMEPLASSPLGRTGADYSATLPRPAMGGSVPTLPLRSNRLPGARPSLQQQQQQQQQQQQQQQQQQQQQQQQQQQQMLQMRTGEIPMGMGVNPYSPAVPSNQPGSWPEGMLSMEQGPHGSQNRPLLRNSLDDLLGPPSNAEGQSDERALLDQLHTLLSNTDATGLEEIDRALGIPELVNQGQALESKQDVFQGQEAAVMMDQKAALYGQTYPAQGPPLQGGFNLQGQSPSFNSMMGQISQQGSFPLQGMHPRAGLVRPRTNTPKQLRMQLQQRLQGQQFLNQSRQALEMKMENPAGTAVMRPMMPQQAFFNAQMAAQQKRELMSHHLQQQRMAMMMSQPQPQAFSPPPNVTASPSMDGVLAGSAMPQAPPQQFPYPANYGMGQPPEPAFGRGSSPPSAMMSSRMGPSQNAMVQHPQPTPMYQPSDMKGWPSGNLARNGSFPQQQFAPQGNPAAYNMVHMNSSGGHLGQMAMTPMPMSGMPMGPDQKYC
CRFBP-R2 agonist – CRF-BP/CRF-R2 complex agonism. HEK293 CRF-R2/CRF-BP, calcium dye fluorescence (FLIPR); percent of saturating CRF peptide response. activation, % at 13.2 µM. 0.46% of 350,000 active. AID 588473;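 active = activation of at least 50%, plus an integration ratio under a set limit after plate pattern correction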;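 note: plate controls were neutral control wells without compound for no effect and CRF at EC100 for full effect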
CRFBP-R2 block – blocks CRF-induced signaling of the CRF-BP/CRF-R2 complex. 0.59% of 350,000 active. inhibition, % at 11.8 µM. HEK293 CRF-R2/CRF-BP, CRF-induced calcium fluorescence;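 active = inhibition of the ligand-induced calcium signal above about 50% at the single tested concentration, limit read from the data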
GalR3 antag – blocks the human galanin receptor 3; HEK293 GalR3-CNG cAMP membrane potential fluorescence; galR3 body fused to GalR1 C-terminus; inhibition, % at 3 µM; 0.44% of 360,000 active; AID 651719;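 active = inhibition above the screen-wide average plus 3 SD, cut at about 13% in these data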;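 note: forskolin and galanin both at EC90 stimulate the cells; cAMP rise reported by CNG channel membrane potential dye signal; 0% = forskolin plus galanin with DMSO and 100% = forskolin alone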
Active calls of the source: *; . = no result given.

SMILES	M4 PAM	PHOSPHO1 inh	IDE cell inh	MEKK3 PB1 HTS	IDE cell activ	p-CIP stab down	CRFBP-R2 agonist	CRFBP-R2 block	GalR3 antag
O=C(Oc1ccc(-c2cn3c(n2)SCC3)cc1)c1ccccc1	-3.3	5.5	6.3	105.0	-2.4	1.5	0.8	15.7	-5.7
CCc1noc(C)c1C(=O)NNC(=O)c1ccccc1Cl	7.4	.	0.6	.	-0.1	.	-1.9	3.3	-2.9
COc1ccc(N2Cc3cccc(C(=O)NC(C)CCc4ccco4)c3C2=O)cc1 (stereo unspecified)	-3.5	4.3	0.6	107.0	6.4	-20.2	-2.1	19.0	.
COc1ccc(C(=O)Nc2sc(C)c(C)c2CN2CCOCC2)cc1	6.0	-5.8	-0.9	94.0	5.8	2.2	-0.4	-13.9	3.2
Cc1ccc(C(C(=O)NC2CCCCC2)N(Cc2ccco2)C(=O)Cn2cnc3ccccc32)cc1 (stereo unspecified)	11.9	-18.3	0.3	97.0	2.1	3.7	0.1	6.7	-12.2
Cc1nc(Cl)c(C(=O)NCCC(C)C)c(C)c1[N+](=O)[O-]	1.8	-2.4	-4.2	123.0	-0.3	-9.4	-1.5	-14.4	-0.9
Cc1ccccc1NC(=O)Cc1nc(COC(=O)c2ccc(S(C)(=O)=O)c([N+](=O)[O-])c2)cs1	-12.3	.	-0.8	.	0.7	.	0.0	15.0	.
COc1cccc(CNC(=O)COC(=O)c2ccc(N3CCCC3=O)cc2)c1	-4.1	.	.	.	.	.	0.7	-2.8	-5.4
COC(=O)[C@@H](Cc1ccccc1)NC(=O)[C@H]1CCC(=O)N1C(=O)OCc1ccccc1	2.3	2.7	-0.2	101.0	8.5	-2.2	-2.0	8.6	-2.7
O=C(CSc1nnc(-c2cccs2)n1-c1ccccc1)NCc1ccco1	1.2	14.6	-4.1	101.0	0.6	-7.0	-2.2	-32.1	-5.1
CCC(CC)COC(=O)C1=C(C)NC(=O)NC1c1cc(OC)ccc1OC (stereo unspecified)	-2.6	39.1	-1.6	106.0	-4.2	-11.1	0.7	-5.1	-9.0
Clc1ccc(C2=Nn3c(nnc3-c3cccs3)SC2)cc1	3.0	1.1	9.6	124.0	-3.1	-16.6	9.6	12.8	-1.4
Cc1ccc(S(=O)(=O)N2CCN(S(=O)(=O)N3CCOCC3)CC2)cc1C	-4.0	7.1	-9.2	102.0	-4.5	-5.5	-0.1	2.9	-2.4
Cc1sc2cc3c(c(C(=O)c4ccccc4)[n+]2c1C)-c1cccc2cccc-3c12	.	16.5	-1.2	90.0	.	-6.7	4.7	17.6	-0.8
COc1cc(OC)c(C2C(C#N)=C(N)OC3=C2C(=O)CC(C)(C)C3)cc1OC (stereo unspecified)	2.4	3.7	4.6	89.0	-0.3	-12.6	-0.7	7.1	1.1
COc1cc(N2CN=c3s/c(=C\c4ccccn4)c(=O)n3C2)cc(OC)c1OC	3.4	36.4	5.8	112.0	2.1	-3.4	0.5	13.0	-1.1
Cc1ccc(Sc2ncccc2NC(=O)c2ccccc2Cl)cc1	1.8	-164.0	9.4	100.0	.	-2.3	-0.3	36.5	-0.5
CC(=O)Nc1cccc(Cn2cccn2)c1	.	48.2	.	96.0	.	-5.9	.	.	-2.0
COc1ccc(C(=O)Nc2cc(-c3ccccc3)nn2-c2ccccc2F)cc1	21.4	.	-2.6	.	4.1	.	-1.3	10.2	-5.8
CC(C)CCn1c(=O)c2sccc2n2c(CCCC(=O)N3CCC(N4CCCCC4)CC3)nnc12	0.8	20.7	-1.6	106.0	3.6	-13.4	-2.0	2.9	0.1
CCOc1ccc(C(=O)NCC(=O)NCCSc2ccc(Br)cc2)cc1OCC	-5.8	.	.	.	-0.3	.	-4.2	-5.1	-0.9
C=CCNc1nc(Nc2ccc(OC)cc2)nc(OCC)n1	9.8	13.1	1.9	99.0	-2.2	-4.4	-0.6	18.4	-4.3
CCC1=NC(c2ccccc2)N(O)C1(C)C (stereo unspecified)	5.3	6.8	9.8	101.0	2.3	2.5	0.4	2.1	-0.2
O=C(O)C1C2C=CC(C2)C1C(=O)OCC1CCCO1 (stereo unspecified)	-6.4	22.6	-2.4	104.0	6.5	-7.9	1.5	1.3	0.3
O=c1cc(CN2CCN(Cc3ccccc3)CC2)c2cc3c(cc2o1)CCC3	-29.5	-9.8	7.5	98.0	-1.0	-9.7	3.4	-18.2	-0.1
New compounds follow.
SMILES	M4 PAM	PHOSPHO1 inh	IDE cell inh	MEKK3 PB1 HTS	IDE cell activ	p-CIP stab down	CRFBP-R2 agonist	CRFBP-R2 block	GalR3 antag
CCCN(C1CCS(=O)(=O)C1)S(=O)(=O)c1cc(OC)ccc1OC (stereo unspecified)	9.4	.	-1.8	.	6.9	.	-3.4	-0.4	-2.7
O=C(NCCN1CCOCC1)c1cc(-c2ccc(Cl)cc2)on1	5.5	23.5	2.4	98.0	-2.7	-17.4	-0.2	-1.1	.
O=C(Cc1ccc(Br)cc1)N(Cc1ccccc1)c1ccccn1	-6.8	62.9*	3.7	100.0	5.1	-8.1	-5.2	-12.4	-5.6
COc1ccc(CNC(=O)C/C(C)=N/NC(=O)C23CC4CC(CC(C4)C2)C3)cc1	3.5	38.7	-4.8	101.0	5.1	-7.9	0.0	-8.4	-2.6
OC1(C2(O)CC(c3ccccc3)ON2)CCCCC1 (stereo unspecified)	13.2	-4.2	-1.7	108.0	5.3	-10.6	4.4	4.7	-2.5
O=C(O)CCn1ncc2ccccc2c1=O	-2.5	35.3	3.0	107.0	5.2	-3.2	-2.0	15.1	-5.8
CCCN1C2CCCC1CC(NC(=O)c1ccc(OC)cc1)C2 (stereo unspecified)	-2.7	8.5	3.0	107.0	5.8	-17.0	1.4	-1.5	-9.1
COc1ccc(C(=O)c2ccc(Cl)cc2Cl)cc1	-2.5	-6.8	-0.6	107.0	3.3	-1.6	1.3	-7.1	-2.3
CCOC(=O)c1c(N)sc2c(NC(C)=O)cccc12	-1.1	4.9	-2.0	104.0	0.1	16.4	-1.7	10.6	-3.8
O=C1CC(Sc2nnc(-c3ccccc3)o2)C(=O)N1c1ccccc1 (stereo unspecified)	-2.9	48.2	-2.5	99.0	-4.4	-0.5	-1.0	18.1	0.5
Cc1cccn2c(CNC3CCCc4ccccc43)c(C(=O)N3CCCCC3)nc12 (stereo unspecified)	-7.9	36.7	0.6	95.0	0.8	-1.5	-10.8	-28.0	-8.1
CCC(NC(=O)Nc1nnc(C(F)(F)F)s1)(C(F)(F)F)C(F)(F)F	-4.9	15.4	-1.5	103.0	0.8	30.3*	48.3	29.1	58.3*
O=C1CCC(C(=O)OCc2c(Cl)cccc2Cl)N1 (stereo unspecified)	-2.8	26.1	2.4	107.0	-0.2	1.1	0.5	-29.1	-8.1
CCOC(=O)c1c(NC(=O)OC)sc2c1CCC2	6.1	2.1	9.4	99.0	4.1	-2.4	-0.7	-13.2	-7.2
Cc1nc2ccccc2c(C)c1C(=O)c1ccc(F)cc1	0.8	10.5	-0.3	95.0	1.2	-17.0	-0.3	2.2	-5.4
CC(=O)n1nc(-c2ccccc2)cc1-c1ccccc1	-26.6	.	-2.0	.	1.8	.	1.0	-13.5	-4.1
CCc1c(C)nc(SCC(=O)Nc2cccc(Br)c2)[nH]c1=O	-1.3	-48.4	-3.5	104.0	2.1	34.2	-0.6	12.9	-7.0
CCN(CC)S(=O)(=O)c1cccc(C(=O)N[C@H](C(=O)O)C(C)C)c1	9.4	15.7	-1.9	107.0	1.7	7.6	-0.9	5.3	-2.4
CCC(C)NC(=O)/C=C1\Sc2ccccc2NC1=O (stereo unspecified)	1.6	-0.6	0.3	135.0*	2.8	-3.8	0.4	-15.3	0.9
CC1(C)OC(=O)C(=NNc2ccc(Br)cc2)C(=O)O1	14.2	16.7	3.2	102.0	-1.2	1.7	-3.1	-15.6	-1.9
CCn1c(COc2ccccc2)nnc1SCC(=O)CC(=O)Nc1ccccc1OC	-7.0	92.1*	4.6	96.0	1.6	0.4	2.0	2.4	-3.0
Cc1cc(C)n(-c2ccc(C(=O)NCC(=O)Nc3cc(Cl)ccc3Cl)cc2)n1	-3.3	.	-0.7	.	2.0	.	-0.7	-9.0	-7.8
CC(C)CN(Cc1c(O)ccc2ccccc12)CC(C)C	-0.7	-130.0	0.1	101.0	-3.1	-18.9	-1.7	-8.1	-3.6
Clc1ccc(-c2csc3ncnc(N4CCc5ccccc5C4)c23)cc1	-4.0	2.5	3.1	131.0*	2.5	-14.3	6.4	-17.6	-2.9
COc1ccc(N(CN2C(=O)C3CC=CCC3C2=O)C(=O)c2ccco2)cc1 (stereo unspecified)	-9.3	24.6	4.5	95.0	1.6	-4.5	-0.2	12.9	2.1
More entries follow.
SMILES	M4 PAM	PHOSPHO1 inh	IDE cell inh	MEKK3 PB1 HTS	IDE cell activ	p-CIP stab down	CRFBP-R2 agonist	CRFBP-R2 block	GalR3 antag
CCOC(CNC(=O)c1nnc(Cc2cc(OC)c(OC)c(OC)c2)o1)OCC	10.6	-16.9	2.0	102.0	4.0	-0.5	-0.6	-6.1	0.9
CSc1nnc(NC(=O)c2nc(S(=O)(=O)Cc3ccccc3)ncc2Cl)s1	4.9	14.0	5.3	98.0	5.9	-18.4	-0.5	26.7	-8.7
CCN=c1sc(C(=O)OC)cc(=O)n1CC	-0.9	-1.4	-1.1	98.0	2.2	2.7	-1.1	21.9	-1.8
CCN1C(=O)N(CC)c2cccc3cccc1c23	8.0	-2.0	1.1	104.0	-4.1	-19.7	-0.7	6.8	-5.7
CC(=O)c1cccc(Nc2nc3ccccc3n3cnnc23)c1	-8.0	11.4	-1.2	109.0	-0.6	-3.7	-1.1	115.7*	-8.6
O=C(CC1C(=O)NCCN1C1CCCC1)NCc1cccc(OC(F)(F)F)c1 (stereo unspecified)	5.8	36.4	3.9	101.0	4.5	7.7	-2.9	5.8	-2.3
CCC(C)n1cnc2c(c1=O)c1nc3ccccc3nc1n2-c1ccc2c(c1)OCCO2 (stereo unspecified)	10.5	-11.6	-2.1	.	3.8	-6.1	0.5	7.7	-2.4
COc1cccc(NC(=O)Cn2c3ccccc3c3nc4n(c(=O)c32)CCS4)c1	7.3	12.3	-2.5	106.0	-8.0	20.6	0.7	14.3	-6.9
COc1ccc(NS(=O)(=O)c2cc(NC(=O)c3cc(=O)c4ccccc4o3)ccc2OC)cc1	-0.3	28.0	14.3	102.0	3.0	-3.3	0.7	-5.0	-5.0
COc1ccc(-c2cnc(N)nc2-c2ccc(OC)cc2)cc1	3.2	.	-5.2	105.0	1.7	-25.2	-6.7	-26.9	-7.3

A few values from the list:
Reading for O=C(CC1C(=O)NCCN1C1CCCC1)NCc1cccc(OC(F)(F)F)c1 (stereo unspecified) in M4 PAM: 5.8
Reading for CC(=O)c1cccc(Nc2nc3ccccc3n3cnnc23)c1 in M4 PAM: -8.0
Reading for CCN1C(=O)N(CC)c2cccc3cccc1c23 in MEKK3 PB1 HTS: 104.0
Reading for COc1ccc(-c2cnc(N)nc2-c2ccc(OC)cc2)cc1 in CRFBP-R2 agonist: -6.7
Reading for CCC(C)n1cnc2c(c1=O)c1nc3ccccc3nc1n2-c1ccc2c(c1)OCCO2 (stereo unspecified) in M4 PAM: 10.5
Reading for CSc1nnc(NC(=O)c2nc(S(=O)(=O)Cc3ccccc3)ncc2Cl)s1 in CRFBP-R2 agonist: -0.5

Compound profiles (already shown). Screens in order: M4 PAM, PHOSPHO1 inh, IDE cell inh, MEKK3 PB1 HTS, IDE cell activ, p-CIP stab down, CRFBP-R2 agonist, CRFBP-R2 block, GalR3 antag
CCCN(C1CCS(=O)(=O)C1)S(=O)(=O)c1cc(OC)ccc1OC (stereo unspecified) is listed with 9.4, ., -1.8, ., 6.9, ., -3.4, -0.4, -2.7
CCOc1ccc(C(=O)NCC(=O)NCCSc2ccc(Br)cc2)cc1OCC is listed with -5.8, ., ., ., -0.3, ., -4.2, -5.1, -0.9

Assay outcomes: PubChem BioAssay, several laboratories
